KCNQ2 inh: KCNQ2 potassium channel inhibitors, primary screen, cell-based, CHO-K1, FluxOR thallium flux, B-score (AID 2156). Potassium voltage-gated channel subfamily KQT member 2 (Rattus norvegicus), O88943. 20 min; hits give low values. B-score at 10 µM. hit rate 1.1% among 310,000;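 active = fluorescence ratio B-score at most minus 3 library SDs, with starting brightness B-score within 2 library SDs, cut at about -5.5 in these data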
Kir21 block: inhibitors of mouse Kir2.1 inward-rectifier potassium channel; AID 1672, 2009; B-score at 10 µM; Inward rectifier potassium channel 2 (Mus musculus), P35561; HEK293-Kir2.1, FluxOR thallium flux fluorescence; hits give low values; hit rate 0.85% among 310,000;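 active = fluorescence ratio B-score at or below minus 3 SD of library scores, with starting-brightness B-score within 2 SD, cut at about -4.2 in these data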;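 also: channel flux triggered by added potassium and thallium sulfate stimulus; B-score of peak minus minimum fluorescence over baseline after thallium stimulus; more negative B-score means stronger Kir2.1 block with less thallium influx; some compounds called inactive have numbers as strong as hits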
Target sequence (P35561 whole entry, looked up): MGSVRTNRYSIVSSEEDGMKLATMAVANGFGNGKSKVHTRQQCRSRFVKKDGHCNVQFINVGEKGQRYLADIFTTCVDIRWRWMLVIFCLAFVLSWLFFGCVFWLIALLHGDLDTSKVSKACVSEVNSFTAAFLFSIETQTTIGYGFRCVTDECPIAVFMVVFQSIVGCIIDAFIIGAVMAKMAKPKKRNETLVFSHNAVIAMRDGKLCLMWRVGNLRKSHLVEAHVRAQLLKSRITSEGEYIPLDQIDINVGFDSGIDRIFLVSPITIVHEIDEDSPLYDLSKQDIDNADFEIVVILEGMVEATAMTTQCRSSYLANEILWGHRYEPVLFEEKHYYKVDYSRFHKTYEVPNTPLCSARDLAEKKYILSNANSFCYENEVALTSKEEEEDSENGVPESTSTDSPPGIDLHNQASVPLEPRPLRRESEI
An asterisk follows results filed as active; i = inactive.

KCNQ2 inh	Kir21 block	canonical_smiles
i	1.9	COc1ccc(OC)c(C2c3c(oc4ccccc4c3=O)C(=O)N2CCCN(C)C)c1 (stereo unspecified)
i	-0.67	Cc1ccc(C(=O)Nc2ccc(F)cc2)cc1NC1=NC2CS(=O)(=O)CC2S1 (stereo unspecified)
i	2.2	CCOc1ccc(C2C(C(=O)c3ccco3)=C(O)C(=O)N2CCCn2ccnc2)cc1OCC (stereo unspecified)
i	-1.4	COc1ccc(-c2cc3c(=O)n(CC(=O)NCc4ccc(Cl)cc4)ncn3n2)cc1
i	0	O=C1N/C(=N/O)S/C1=C\c1ccccc1-n1cccn1
i	0.02	O=C(O)/C=C/c1cnc2ccccc2c1
i	-0.46	O=C1NC2(CCCCCC2)C(=O)N1Cc1cccc(Cl)c1
i	-0.02	O=C(NC1CCCC1)c1nc2c(nnn2Cc2cccc(Cl)c2)c(=O)[nH]1
i	-1.8	O=S(=O)(Nc1ccccc1)c1cccc2nsnc12
i	-0.38	NC(=O)CN1CCCN(S(=O)(=O)c2ccc(Br)cc2)CC1
i	0.61	Cc1ccccc1N(CC(=O)NC1CCCCC1)C(=O)c1csnn1
i	-0.22	COc1ccc(-c2c(C(F)(F)F)[nH]n3c(=O)cc(-c4ccccc4)nc23)cc1
i	1.8	COC(c1ccccc1)c1nnc(CCC(=O)NCc2cccc(-n3cccn3)c2)o1 (stereo unspecified)
i	0.03	Cc1ccc(/C=C(\C#N)c2nn(-c3ccccc3)c(N)c2C#N)cc1
i	1	CC1CCCCC1NC(=O)c1cccc(S(=O)(=O)N2CCN(Cc3ccccc3)CC2)c1 (stereo unspecified)
i	-0.58	CCOc1cc(-c2sc(Nc3ccccc3)n[n+]2-c2ccc(F)cc2)ccc1OC
i	-2	O=C(CSc1ccccc1)NCCSCc1ccccc1
i	-0.1	O=C(Nc1cccc(Cl)c1)C1C2C=CC3(O2)C1C(=O)N(CCN1CCCCC1)C3C(=O)NC1CCCCC1 (stereo unspecified)
i	1.3	COc1ccc(CN2C(=O)c3ccccc3C2=O)cc1C(=O)Nc1ccccc1N1CCOCC1
i	0.29	Cc1cc(C)nc(NS(=O)(=O)c2ccc(NC(=O)CSc3ncn[nH]3)cc2)n1
i	0.04	Cc1ccc(NC(=O)N2CCN(C)CC2)cc1NC(=O)N1CCN(C)CC1
i	0.59	CCCCN(C(=O)Cn1ncc(Cl)c(Cl)c1=O)c1c(N)n(CC(C)C)c(=O)[nH]c1=O
i	0.12	COc1cccc(C(=O)N2CCN(C(=O)C3CC3)CC2)c1
i	1.1	CCOC(=O)c1cccc(NC(=O)C2CCN(c3ncnc4c3nc3n4CCCCC3)CC2)c1
i	0.96	CC(C)(C)c1cc[n+](C2=C([O-])c3ccccc3C(=O)/C2=N\S(=O)(=O)c2ccccc2)cc1
i	0.65	c1ccc2c3c(c(CN4CCCCC4)cc2c1)COC3
i	2.5	Cc1ccc(CNC(=O)C(NS(=O)(=O)c2cccc3nsnc23)C(C)C)cc1 (stereo unspecified)
i	1.3	Cc1ccc(C(=O)Nc2ccc3[nH]c(=O)[nH]c3c2)c(C)c1
i	-0.7	C=CCNC(=O)CC(=O)N/N=C/c1ccccc1F
i	0.64	Cc1ccccc1-n1ncc2c1CC(C)(C)CC2NC(=O)CCn1cncn1 (stereo unspecified)
i	-1.2	O=S(=O)(c1c(F)cccc1F)N1CCN(C(=S)NCc2ccc3c(c2)OCO3)CC1
-7.4*	-0.04	Cc1ccc2c(c1)-c1ncc(C(=O)c3cc(Br)ccc3O)cc1CO2
i	0.54	O=C(Nc1cc2c(oc1=O)CCCC2=O)c1cccc(Cl)c1
i	0.55	CCCCOn1c(C)c(C(=O)OCC)c2c3nonc3ccc21
i	0.07	O=C(COc1ccccc1Cl)NCCNC(=O)c1cccnc1
i	3.5	CC1CCc2sc(C(=O)Nc3ccc(C(N)=O)cc3)cc2C1 (stereo unspecified)
i	0.64	CCn1nc([N+](=O)[O-])c2c(-c3nc4ccccc4o3)c(N)n(CCCOC)c2c1=O
i	-0.12	CCOC(=O)CCCOC(=O)c1ccc(S(=O)(=O)N(C)C)cc1
i	1.9	CC(C)c1ccc(/C=C/C(=O)NC2=NCCS2)cc1
i	0.04	Cc1cc(=O)[nH]c(SCC(=O)NC(C)C2CC3CCC2C3)c1C#N (stereo unspecified)
i	-0.52	O=C(CCNc1n[nH]c(=O)[nH]c1=O)N/N=C\c1cccc(OCc2ccccc2)c1
i	0.24	CSc1ccc(/C=C/C(=O)c2c(O)cc(C)oc2=O)cc1
i	-1.4	CCOC(=O)c1c(-c2cccc([N+](=O)[O-])c2)csc1N
i	-0.56	COC(=O)c1sc(=S)n(-c2cccc(Cl)c2)c1N
i	-0.04	CC(C)c1ccc(NC(=S)NC2CC3C=CC2C3)cc1 (stereo unspecified)
i	0.39	Cc1ccc(C)c(N2CCN(S(=O)(=O)c3ccc4c(c3)CC(=O)N4C)CC2)c1
i	0.07	O=C1CCCN1CC(O)CS(=O)(=O)c1ccccc1 (stereo unspecified)
i	-1.9	COc1ccc(NS(=O)(=O)c2ccc3c(c2)N(C(C)=O)CC(C)S3)c(OC)c1 (stereo unspecified)
i	0.06	Cc1ccsc1C(=O)OCC(=O)NCC1CCCO1 (stereo unspecified)
i	0.01	c1ccc(CCNc2nc(-c3cccnc3)cs2)cc1
i	0.08	CCO[C@@H]1OC(C(=O)N2CCOCC2)=C[C@H](c2coc3ccccc3c2=O)[C@H]1CCCO
i	4.2	CC(=O)c1cc(N2CCC(C(=O)O)CC2)ccc1[N+](=O)[O-]
i	0.09	c1csc(-c2nnc3ccccn23)c1
i	-0.67	O=S(=O)(c1ccc2ccccc2c1)N1CCCOC1
i	1.1	C/C(=N\NC(=O)c1cc(-c2cccc([N+](=O)[O-])c2)n[nH]1)c1ccccc1O
i	-0.66	COc1ccccc1NC(=O)C1CCCCN1S(=O)(=O)c1ccc(F)cc1 (stereo unspecified)
i	0.01	CC(=O)c1cc(-c2ccccc2)n(CCC(=O)NC2CCC(C)CC2)c1C (stereo unspecified)
i	-0.32	COc1ccc(N2CCN(CC(=O)c3c[nH]c4ccccc34)CC2)cc1
i	0.63	N#CC(c1ccc(Cl)cc1)(c1ncc(C(F)(F)F)cc1Cl)N1CCOCC1 (stereo unspecified)
i	0.06	COc1ccc(N(CC(=O)N2CCN(C)CC2)S(=O)(=O)c2cc(C)ccc2OC)cc1Cl

Four compounds out of the list, arranged by formula weight, largest number first.
KCNQ2 inh	Kir21 block	canonical_smiles
i	2.2	CCOc1ccc(C2C(C(=O)c3ccco3)=C(O)C(=O)N2CCCn2ccnc2)cc1OCC (stereo unspecified)
i	0.96	CC(C)(C)c1cc[n+](C2=C([O-])c3ccccc3C(=O)/C2=N\S(=O)(=O)c2ccccc2)cc1
i	0.61	Cc1ccccc1N(CC(=O)NC1CCCCC1)C(=O)c1csnn1
i	-1.8	O=S(=O)(Nc1ccccc1)c1cccc2nsnc12

(cont.)
KCNQ2 inh	Kir21 block	canonical_smiles
i	-0.28	Cc1cc(NC(=O)COC(=O)C2CCN(C(=O)c3ccc(Cl)cc3)CC2)no1
i	-2.2	O=C(Nc1ccon1)Nc1cccc(Cl)c1Cl
i	0.18	Nc1nnnn1/N=C/c1cccs1
i	-0.38	CCCC(=O)Nc1c(-c2ccccc2)c(=O)c(C)nn1-c1ccc(Cl)cc1
i	0.56	O=C(c1nc2ccccn2c1CNCCCn1ncc2ccccc21)N1CCOCC1
i	-1.2	CCn1c(COc2ccc(=O)n(-c3ccccc3)n2)nnc1SC
i	-1.6	O=C(CNc1cccc(S(=O)(=O)N2CCCCC2)c1)Nc1cccc(F)c1
i	-0.2	O=C(Nc1cccc2ccccc12)N1CCN(c2ncccn2)CC1
i	0.58	O=C(CCN1C(=O)C2CCCCC2C1=O)NNC(=O)c1cccc(Cl)c1 (stereo unspecified)
i	0.03	CCOC(=O)N1CCN(C/C(Cl)=C/c2ccccc2)CC1
i	0.5	NCC1CCC(C(=O)Oc2ccc(CCC(=O)O)cc2)CC1 (stereo unspecified)
i	0.11	Cc1ccccc1C(=O)Nc1ccc2c(c1)C(=O)NC2=O
i	1	COc1ccccc1N1CCN(Cc2ccc(OC)c(OC)c2OC)CC1
i	0.41	CCO/C(C)=N/n1c2nc3ccccc3nc2c2c(=O)n(C3CCCC3)c(C)nc21
i	1	CC1(C)CC(NC(=O)CCc2ccccc2)CC(C)(C)N1
i	-0.15	C=CCc1cccc(/C=N/c2ncn[nH]2)c1O
i	-0.18	O=C(Cc1ccc(Cl)cc1)NCC(=O)N1CCCCC1
i	-1.1	COc1cc2c(cc1OC)CN(S(=O)(=O)c1ccc3c(c1)OCCO3)CC2
i	-1.2	CCc1nnc(NC(=O)[C@@H](NC(=O)c2ccc(C(C)(C)C)cc2)C(C)C)s1
i	-0.09	CC(C)(C)c1cc(CCC(=O)NCc2ccncc2)cc(C(C)(C)C)c1O
i	-1.9	COc1cc(NC(=O)c2cc(C)nc3ccccc23)cc(OC)c1
i	0.07	N#Cc1ccccc1S(=O)(=O)Nc1ccc2c(c1)C(=O)OC2
i	-1.4	COc1ccc(CCNCC(O)COc2c(C)cccc2C)cc1OC (stereo unspecified)
i	0.77	COc1ccc(CN2CC(=O)N(c3ccc(C)c(C)c3)C2=S)cc1OC
i	0.2	Cc1nn(-c2ccccc2)c2c1P(=O)(O)/C(=C1\N(C)c3ccccc3C1(C)C)C=N2
i	3.4	Cn1ccc(C(=O)NC(=S)Nc2ccc([N+](=O)[O-])cc2O)n1
i	-0.19	O=C(NCc1nc(-c2ccc(C(F)(F)F)cc2)no1)Nc1cc(Cl)cc(Cl)c1
i	0.11	O=C(CSCC(=O)N1CCCCC1)Nc1nc(-c2ccc(Cl)s2)cs1
i	0.53	CCCCn1c(SCC(=O)Nc2cc(C)on2)nnc1-c1ccncc1
i	-3.2	Cc1c(C)n(Cc2ccccc2)c2ccc(C(=O)NCCCN3CCOCC3)cc12

Sorted by count of non-hydrogen atoms (lowest first): part of the list above.
KCNQ2 inh	Kir21 block	canonical_smiles
i	0.18	Nc1nnnn1/N=C/c1cccs1
i	-2.2	O=C(Nc1ccon1)Nc1cccc(Cl)c1Cl
i	-0.18	O=C(Cc1ccc(Cl)cc1)NCC(=O)N1CCCCC1
i	1	CC1(C)CC(NC(=O)CCc2ccccc2)CC(C)(C)N1
i	3.4	Cn1ccc(C(=O)NC(=S)Nc2ccc([N+](=O)[O-])cc2O)n1
i	-1.9	COc1cc(NC(=O)c2cc(C)nc3ccccc23)cc(OC)c1
i	0.11	O=C(CSCC(=O)N1CCCCC1)Nc1nc(-c2ccc(Cl)s2)cs1
i	-1.4	COc1ccc(CCNCC(O)COc2c(C)cccc2C)cc1OC (stereo unspecified)
i	1	COc1ccccc1N1CCN(Cc2ccc(OC)c(OC)c2OC)CC1
i	-0.28	Cc1cc(NC(=O)COC(=O)C2CCN(C(=O)c3ccc(Cl)cc3)CC2)no1
i	0.41	CCO/C(C)=N/n1c2nc3ccccc3nc2c2c(=O)n(C3CCCC3)c(C)nc21
i	0.56	O=C(c1nc2ccccn2c1CNCCCn1ncc2ccccc21)N1CCOCC1

(continued)
KCNQ2 inh	Kir21 block	canonical_smiles
i	-1.7	Brc1ccc(-n2cnc(-c3ccccc3)c2)cc1
i	-4.8*	COC(c1ccccc1)c1c(-c2ccccc2)nn(C)c1Cl (stereo unspecified)
i	0	Cc1ccc(OCCCC(=O)Nc2ccc3c(c2)OCO3)cc1
i	-1.7	O=c1cc(CN2CCN(Cc3ccc(F)cc3)C(CCO)C2)[nH]c2ccccc12 (stereo unspecified)
i	-1.3	CCC1=[N+](CC(=O)c2ccc(Br)cc2)CCn2c(C)ccc21
i	-0.11	O=C(Nc1cccc(C(=O)Nc2cccc(C(F)(F)F)c2)c1)c1ccc(=O)[nH]c1
i	-0.46	Cc1sc(NC(=O)c2ccco2)c(C(c2ccncc2)N2CCOCC2)c1C (stereo unspecified)
i	-13*	COc1ccccc1CN=C1Nc2ccccc2CS1
i	-0.08	O=C(O)CCCCNS(=O)(=O)c1ccc(Cl)c(C(F)(F)F)c1
i	2.5	O=C(CN1CCN(CCO)CC1)Nc1ccccc1
i	-1.1	CCn1c(SCC(=O)N2CCCCC2C)nc2ccsc2c1=O (stereo unspecified)
i	-1.2	Cc1ccc(/C=C/C(=O)c2ccccc(=O)c2O)c(C)c1
i	1.1	Cc1cc(Cl)ccc1OCC(=O)Nc1ccc(CN2CCOCC2)cc1
i	-1.3	CCCNC(=O)c1c(NC(=O)C2COc3ccccc3O2)sc2c1CCCC2 (stereo unspecified)
-5.9*	0.02	CN(CC1CCOCC1)C(=O)CC1C(=O)NCCN1CC(c1ccccc1)c1ccccc1 (stereo unspecified)
i	-0.01	COc1ccc(NC(=O)COC(=O)C2CCN(S(=O)(=O)c3ccccc3)CC2)cc1Cl
i	-1.4	CCCCOC(=O)C(C)Oc1ccc(=O)n(-c2ccccc2)n1 (stereo unspecified)
i	-0.01	CCCN1C(=O)COc2ccc(C(=O)c3ccccc3C(=O)O)cc21
i	-3.2	COc1ccccc1CNCC(O)(c1ccc(Cl)cc1)c1ccc(Cl)cc1
i	-0.82	Cc1ccc2c(c1)N(C(=O)CCC(=O)NCC(C)c1ccccc1)CC(C)O2 (stereo unspecified)
i	-0.94	CCOC(=O)C1(Cc2cccc(OC)c2)CCN(Cc2cnc(SC)nc2)CC1
i	-1.2	CCOC(=O)c1c(C)c(C(=O)NC(C)COC)c(C)n1C (stereo unspecified)
i	-0.25	CCOC(=O)c1c(NC(=O)CNC2CCCCC2)sc(C)c1C
i	0.42	O=C(Oc1ccc(F)cc1C(=O)/C=C/c1cccs1)c1cccc([N+](=O)[O-])c1
i	-1.7	O=C(CCc1ccccc1Cl)Nc1ccc(S(=O)(=O)N2CCOCC2)cc1
i	-0.48	CCc1cc2c(=O)n(Cc3ccco3)c(SCC(=O)NC3CCS(=O)(=O)C3)nc2s1 (stereo unspecified)

Screening results deposited in PubChem by Johns Hopkins Ion Channel Center.
